Bioassay records as filed in PubChem BioAssay.
aDG glyco act: increases alpha dystroglycan glycosylation; AID 624168; activation, % at 10 µM; actives 0.22% (n = 360,000); Pro5-aDG cells, alpha-DG glycosylation AlphaScreen (IIH6); 0% Pro5, 100% B10-LARGE cell signal;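 active means activation of at least 8% versus controls, or a plate z-score of at least 8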;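 further: Pro5 are CHO cells carrying HIG-tagged alpha-DG that lacks glycosylation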
Vif imaging: blocks HIV Vif function. actives 0.35% (n = 340,000). HEK293T cells, Vif self-association by quenched fluorescence, imaging, 24 h. AID 602346. inhibition, % at 7.49 µM; in the data active means inhibition above about 50%, passing the limit was not always enough; further: some results filed as inactive read as strong as hits
Glyco luc inh: blocks N-linked glycosylation in D54 reporter cells | reporter increase, % at 12.5 µM | D54 ERlucT glycosylation luciferase reporter, 24 h; percent of 100 nM tunicamycin response | actives 0.23% (n = 360,000);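 active means mean luciferase reporter signal, scaled so untreated is 0 and the glycosylation-blocking control 100, at or above a set limit in every replicate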;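 further: luciferase carries N-glycosylation sites so blocking glycosylation raises the light; 0% = median of neutral control wells and 100% = median of 100 nM tunicamycin wells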
MC4R antagonist: blocks human MC4R cAMP signaling; P32245; MC4R-expressing cells, MTII-stimulated cAMP, LANCE TR-FRET; inhibition, % at 6.5 µM; actives 0.48% (n = 360,000);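 active means inhibition above its plate's cutoff, the mean of tested wells on that plate plus 3 SD, cut at about 29% in these data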;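 further: 0% = Melanotan II alone and 100% = Melanotan II plus saturating MCL0020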
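Material – human MC4R-expressing U2OS cells · Repeats – no replicates · Detection – TR-FRET with Eu-cAMP and labeled anti-cAMP, 671 nm · Times – compound 30 min, challenge 1 h, detection 1 h · Compound – single nominal compound dose of 6.5 µM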
Cardio protect: myocardial damage modulation in H9c2 cells; H9c2 cardiomyocytes, H2O2 injury protection, ATPLite, 2 h; protection from H2O2 cell death, % at 20 µM; actives 0.63% (n = 360,000);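 active means compounds giving at least 50% protection of heart cells from peroxide-induced death in the single-dose screen, raw or plate-pattern-corrected value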;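 further: 0% = DMSO wells with peroxide and 100% = DMSO wells without peroxide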
ABCB6 inh MLPCN: human ABCB6 transporter inhibition; Q9NP58; K562-ABCB6 porphyrin accumulation, flow cytometry, 1 h; stronger effect = lower value; fluorescence ratio to DMSO, % at 10 µM; actives 0.19% (n = 360,000);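 active means fluorescence ratio to DMSO below 75%, the collection mean minus 3 SD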;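 further: signal is porphyrin accumulated inside mitochondria; 100% equals median channel fluorescence of DMSO control wells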
Target sequence (Q9NP58 whole entry, looked up): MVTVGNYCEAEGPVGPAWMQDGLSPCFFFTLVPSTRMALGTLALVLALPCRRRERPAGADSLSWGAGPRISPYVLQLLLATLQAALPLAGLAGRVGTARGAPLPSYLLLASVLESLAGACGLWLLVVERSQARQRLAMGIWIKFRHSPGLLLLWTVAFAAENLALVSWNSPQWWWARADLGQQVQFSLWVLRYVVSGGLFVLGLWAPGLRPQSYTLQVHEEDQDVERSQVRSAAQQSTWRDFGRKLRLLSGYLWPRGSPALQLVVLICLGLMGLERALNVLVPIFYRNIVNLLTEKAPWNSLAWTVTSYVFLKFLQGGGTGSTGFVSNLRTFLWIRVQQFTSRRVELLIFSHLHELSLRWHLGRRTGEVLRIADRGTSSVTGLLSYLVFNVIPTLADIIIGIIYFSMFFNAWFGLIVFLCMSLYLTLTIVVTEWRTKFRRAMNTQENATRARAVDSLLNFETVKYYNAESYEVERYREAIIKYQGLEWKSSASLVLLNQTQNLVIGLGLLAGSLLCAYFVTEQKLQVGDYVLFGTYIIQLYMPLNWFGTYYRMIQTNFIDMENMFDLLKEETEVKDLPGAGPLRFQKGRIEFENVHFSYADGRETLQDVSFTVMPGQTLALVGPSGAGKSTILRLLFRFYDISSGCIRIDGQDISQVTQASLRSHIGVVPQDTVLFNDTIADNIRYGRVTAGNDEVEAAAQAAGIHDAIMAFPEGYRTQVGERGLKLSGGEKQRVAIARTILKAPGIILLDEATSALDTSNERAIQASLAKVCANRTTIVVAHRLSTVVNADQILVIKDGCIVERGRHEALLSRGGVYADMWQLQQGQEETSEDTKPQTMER
PDI inh: PDI (human) enzyme inhibition; P07237; inhibition, % at 10 µM; PDI insulin aggregation turbidity, A650, 90 min; actives 0.052% (n = 350,000);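 active means mean inhibition across replicates of 30% or more, whatever share of single replicates reach that level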;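 further: absorbance from insulin aggregation driven by PDI reduction with DTT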
CaV13 ICDI inh: Disruptors of the CACNA1D IQ motif to Ca2+-dependent inactivation inhibitor domain association, primary screening, Förster resonance energy transfer in intact living …; HEK cells, CFP/YFP FRET ICDI-IQ, plate reader, 10 min; percent FRET-ratio fall versus neutral wells; inhibition, % at 12.3 µM; actives 0.098% (n = 340,000);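 active means mean replicate inhibition of at least 30% and at least 1% of replicates passing that level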;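 further: 0% = median of the neutral control wells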
MC4R barr agon: agonists of human melanocortin 4 receptor (MC4R) beta-arrestin; P32245; U2OS MC4R beta-arrestin complementation, luminescence; percent of melanotan II response, DMSO zero; activation, % at 8.9 µM; actives 0.98% (n = 360,000); AID 540308;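 active means activation above a per-plate cutoff, the mean activation of sample wells on that plate plus 3 SD, cut at about 8% in these data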
m5-HT2A agonist: agonists of mouse serotonin 5-HT2A receptor (HTR2A); P35363; CHO-K1 mHTR2A beta-arrestin complementation, luminescence; percent of 30 µM serotonin response; activation, % at 7.6 µM; actives 0.66% (n = 360,000);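 active means activation above a run cutoff, the mean activation of all tested compounds plus 3 SD, cut at about 14% in these data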;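 further: 0% = plate median of compound wells and 100% = 30 µM serotonin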
* hit, by the source's call; / = not tested or not shown.

cpd	smiles	aDG glyco act	Vif imaging	Glyco luc inh	MC4R antagonist	Cardio protect	ABCB6 inh MLPCN	PDI inh	CaV13 ICDI inh	MC4R barr agon	m5-HT2A agonist
1	CC(Oc1ccc2ccc(=O)oc2c1)C(=O)NC(Cc1c[nH]c2ccc(O)cc12)C(=O)O (configuration not stated)	-0.1	7	0	13	0	99	/	/	-1.2	-1
2	Cc1cccc(N2C(=O)C3C4C=CC(C4)C3C2=O)c1 (configuration not stated)	0.0	2	0	7	13	106	4	/	-2.8	22*
3	CC(C)c1nnc(NC(=O)C2CCCO2)s1 (configuration not stated)	-0.1	2	2	-2	2	100	-8	-6	-1.8	1
4	Cc1ccc(-c2nc3cccnc3o2)cc1NC(=O)COc1ccc(C(C)(C)C)cc1	0.4	-9	-3	10	7	98	0	-5	6.8	13
5	CCCN1C2CCCC1CC(NC(=O)C1CCCCC1)C2 (configuration not stated)	-0.2	-4	2	13	3	94	7	-5	1.3	1
6	CNc1nnc(-c2ccc(OC)cc2)s1	0.0	8	1	-2	-12	96	-5	-4	-3.7	2
7	CC(C)Sc1nnc(CNC(=O)C23CC4CC(CC(C4)C2)C3)n1Cc1ccccc1	0.1	2	-2	21	4	100	4	-17	3.2	8
8	CSc1ccccc1NC(=O)c1ccccc1N(C)S(C)(=O)=O	-0.2	9	0	13	-4	86	-2	-5	0.8	0
9	O=C1NC[C@@H](CCCCN2C[C@H](Cc3ccccc3)N(Cc3ccccc3)C(=O)C2=O)N(Cc2ccccc2)C1=O	-0.2	/	/	/	/	96	/	-5	/	0
10	O=C(CSc1ccc2nnc(-c3ccc(Cl)cc3)n2n1)N1CCCC1	0.0	2	0	6	4	94	0	-6	0.1	-4
11	Cn1nc(-c2ccc(Cl)cc2)c2cc(C(=O)N3CCN(C(=O)c4ccco4)CC3)sc21	0.0	-10	3	4	1	104	-5	-8	-0.5	4
12	Cc1ccc(-n2ncc(C(=O)N3CCc4ccccc4C3)c2NC(=O)c2ccco2)cc1C	-0.1	-3	-1	15	16	109	0	-5	0.9	-5
13	COC(=O)[C@]1(Cc2ccccc2)N[C@H](CN(C)C(=O)c2ccc(C)cc2)[C@@H]2C(=O)N(C)C(=O)[C@@H]21	0.2	-9	2	-2	0	99	9	-5	-0.1	4
14	COc1ccc(CNC(=O)c2nnn(Cc3ccc(OC)cc3)c2N)cc1	0.3	4	0	-6	8	101	/	-4	-2.4	-3
15	COc1ccc(NC(=O)CN2CCN(CC(=O)Nc3ccc(OC)c(OC)c3)CC2)cc1	0.0	2	0	0	0	107	-11	-1	-2.2	0
16	NC(=O)C1CCN(c2nc(-c3cc4ccccc4o3)cs2)CC1	0.3	-1	-1	1	-12	101	12	-4	-1.5	-1
17	CCOc1ccc(C(CC(=O)O)NC(=O)c2sc3ccccc3c2Cl)cc1 (configuration not stated)	-0.9	4	1	8	1	116	-6	-19	-1.1	5
18	O=C(CNC(=O)c1cccc(F)c1)N/N=C/c1ccc([N+](=O)[O-])s1	11*	4	0	-17	-2	102	2	-5	-4.0	0
19	Cc1cc(C(=O)NC2CCCc3c2cnn3-c2ccc(C(C)(C)C)cc2)n[nH]1 (configuration not stated)	1.1	-5	-2	3	-9	86	-7	-16	-0.8	1
20	CC(C)(C)OC(=O)N1CCC[C@H]1C(=O)O	0.1	-2	2	-6	2	98	-8	-3	0.3	11
21	COc1cccc(CN2C(=O)c3cccc(N)c3C2=O)c1	0.9	-5	-2	3	6	104	-3	-6	2.4	-5
22	COc1ccccc1-c1cc(C(=O)Nc2c(F)cc(F)cc2Br)no1	0.4	0	-2	-7	-3	93	-4	-8	5.8	-2
23	COc1ccc(N(C(=O)Cn2nnc3ccccc32)C(C(=O)NC(C)(C)C)c2ccc(OC)c(O)c2)cc1 (configuration not stated)	-0.2	-3	1	1	0	98	1	-2	1.3	-2
24	N#CC1=C(N)Oc2n[nH]c(-c3cccs3)c2C1c1ccoc1 (configuration not stated)	0.3	0	1	-16	-2	105	-5	-1	-0.2	-1
25	CC1(CC(=O)N/N=C/c2ccc(OCc3ccc(Cl)cc3Cl)cc2)OCCCO1	0.0	/	1	9	3	111	-7	/	-2.1	2
26	Cc1ccc(C(=O)Nc2ccccc2N2CCCC2)s1	0.2	/	3	10	12	112	-1	-5	-0.3	-2
27	COc1cccc2cc(C(C)OC(=O)Nc3ccc(C)cc3)oc12 (configuration not stated)	0.1	1	4	-2	-9	99	-3	2	-2.0	-5
28	Cc1ccc(-c2cccc(C3CC=CC4C3C(=O)N(Cc3ccccc3)C4c3ccc4ccccc4c3)c2)cc1 (configuration not stated)	-0.4	-3	-2	-4	2	105	-9	-10	0.1	2
29	CCOC(=O)C1C(=O)NC(SCC(N)=O)=C(C#N)C1c1ccccc1OCC (configuration not stated)	0.1	7	-2	7	10	103	-5	-7	-1.7	3
30	COCCCNC(=S)NCCCNc1nc2cc(C)cc(C)c2cc1C#N	0.4	-4	5	-1	-1	95	2	-4	-4.7	1
31	O=C(COC(=O)c1cc(=O)c2ccccc2o1)NCc1ccc(Cl)cc1	-0.1	4	3	0	-1	104	-4	-4	0.1	4
32	CSc1nc(NC(C)=O)nc(C)c1Cl	-0.3	4	0	9	3	118	-4	/	-0.6	4
33	COc1ccc(CCNC(=O)c2ccc(N(C)S(=O)(=O)c3ccc(C)cc3)cc2)cc1	-0.3	/	2	7	2	100	-6	/	-3.1	-4
34	COCc1nc2ccccc2n1Cc1cccc(C)c1	0.2	13	-1	1	4	94	10	-6	-1.2	-4
35	CCOCCCNC(=O)c1cc2c(=O)n(CC)c3ccccc3c2s1	0.0	-7	41*	-29	21	94	-8	-4	-2.7	-5
36	Cc1ccc(CN2CCN(Cc3cnc(C)s3)CC2CCO)cc1 (configuration not stated)	-0.2	1	0	4	3	95	2	-4	-2.9	1
37	C#CCN(C[C@@H]1[C@@H](OC(=O)Nc2cccs2)[C@@H](OC(=O)Nc2cccs2)Cn2c(=O)ccc(=O)n21)S(=O)(=O)c1ccc(C)cc1	-0.3	/	-18	6	-7	100	3	-3	-1.0	7
38	CCc1cc(=O)oc2cc(C)cc(OC(C)C(=O)NCc3ccccn3)c12 (configuration not stated)	-0.3	-4	2	18	2	98	-11	-15	-4.1	1
39	O=C(CCSCCC(=O)NCc1ccc(F)cc1)NCc1ccc(F)cc1	-0.2	-3	-1	7	6	104	3	-5	1.3	0
40	CN(Cc1c(C(=O)N/N=C/c2cccc(Cl)c2)nnn1-c1nonc1N)c1ccccc1	-0.1	-6	3	3	-4	97	4	-4	1.0	-7
41	O=C(O)CN1C(c2ccccc2O)Nc2ccc(Br)cc2C1c1ccccc1 (configuration not stated)	-0.1	4	-1	1	7	107	-3	-4	-2.1	-6
42	COc1cc(/C=N/NC(=O)CCC(=O)Nc2ccc(F)cc2)ccc1O	-0.1	-9	1	19	3	98	-1	-21	-0.2	5
43	CCN(CC)C(=O)COc1c(-c2ccco2)oc2ccccc2c1=O	0.0	-2	0	-3	20	100	-10	-1	-1.6	0
44	Cc1ccc2nc(NNC(=O)c3ccc(S(=O)(=O)N4CCc5ccccc5C4)cc3)sc2c1	0.2	8	-13	18	38	95	-10	-5	-0.2	9
45	O=c1c(Cl)c(Cl)cnn1Cc1nnc(-c2ccc(Cl)cc2)o1	-1.0	6	9	23	-29	98	6	7	-2.1	-1
46	Cc1cc(OCCCn2cnc3ccccc3c2=O)ccc1[N+](=O)[O-]	0.0	-1	1	20	-8	104	-14	-5	1.6	-2
47	O=C(CCCSc1nnnn1-c1cccc2ccccc12)c1ccc(F)cc1	0.3	4	-1	0	-25	89	15	-2	-1.6	-11
48	Cc1ccc(C(=O)N/C(=C/c2ccco2)C(=O)N2CCCCCC2)cc1	-0.1	13	0	0	-3	97	4	-7	-1.6	-7

Reprinted from the listing (10 entries):
cpd	smiles	aDG glyco act	Vif imaging	Glyco luc inh	MC4R antagonist	Cardio protect	ABCB6 inh MLPCN	PDI inh	CaV13 ICDI inh	MC4R barr agon	m5-HT2A agonist
39	O=C(CCSCCC(=O)NCc1ccc(F)cc1)NCc1ccc(F)cc1	-0.2	-3	-1	7	6	104	3	-5	1.3	0
40	CN(Cc1c(C(=O)N/N=C/c2cccc(Cl)c2)nnn1-c1nonc1N)c1ccccc1	-0.1	-6	3	3	-4	97	4	-4	1.0	-7
41	O=C(O)CN1C(c2ccccc2O)Nc2ccc(Br)cc2C1c1ccccc1 (configuration not stated)	-0.1	4	-1	1	7	107	-3	-4	-2.1	-6
42	COc1cc(/C=N/NC(=O)CCC(=O)Nc2ccc(F)cc2)ccc1O	-0.1	-9	1	19	3	98	-1	-21	-0.2	5
43	CCN(CC)C(=O)COc1c(-c2ccco2)oc2ccccc2c1=O	0.0	-2	0	-3	20	100	-10	-1	-1.6	0
44	Cc1ccc2nc(NNC(=O)c3ccc(S(=O)(=O)N4CCc5ccccc5C4)cc3)sc2c1	0.2	8	-13	18	38	95	-10	-5	-0.2	9
45	O=c1c(Cl)c(Cl)cnn1Cc1nnc(-c2ccc(Cl)cc2)o1	-1.0	6	9	23	-29	98	6	7	-2.1	-1
46	Cc1cc(OCCCn2cnc3ccccc3c2=O)ccc1[N+](=O)[O-]	0.0	-1	1	20	-8	104	-14	-5	1.6	-2
47	O=C(CCCSc1nnnn1-c1cccc2ccccc12)c1ccc(F)cc1	0.3	4	-1	0	-25	89	15	-2	-1.6	-11
48	Cc1ccc(C(=O)N/C(=C/c2ccco2)C(=O)N2CCCCCC2)cc1	-0.1	13	0	0	-3	97	4	-7	-1.6	-7

The list continues:
cpd	smiles	aDG glyco act	Vif imaging	Glyco luc inh	MC4R antagonist	Cardio protect	ABCB6 inh MLPCN	PDI inh	CaV13 ICDI inh	MC4R barr agon	m5-HT2A agonist
49	Cc1nn(-c2ccc(Cl)cc2)c2sc(C(=O)c3c(N)n(C)c(=O)n(C)c3=O)cc12	0.0	9	0	-12	-5	104	-4	-4	-0.6	-1
50	Cn1c(=O)[nH]c(=O)c2c1nc(NN)n2CCOc1ccccc1	-0.3	0	61*	14	-1	98	-2	-2	-2.2	7
51	CCN1CCN(CCCNC(=O)CCC(=O)N2CCOc3ccc(Cl)cc32)CC1	-0.1	2	1	4	4	103	/	-5	1.1	0
52	Cc1cc(C)c(OCC(=O)Nc2ccccn2)c([N+](=O)[O-])c1	-0.1	-1	-1	9	-2	98	4	-5	-2.8	0
53	O=C(Nc1cc(S(=O)(=O)Nc2ccc(Cl)cc2)ccc1O)c1ccc(S(=O)(=O)N2CCCCCC2)cc1	-0.2	-13	4	18	-26	97	-2	-2	6.5	4
54	O=C(O)c1cc(S(=O)(=O)Nc2ccc3cn[nH]c3c2)ccc1Br	0.1	0	6	-12	-6	99	1	-6	2.8	0
55	COc1cccc2c1C(=O)CC1C2CCC2CC(=O)CCC21C (configuration not stated)	-0.1	-8	1	5	3	98	-1	-4	-0.9	1

Not a hit list. Share with any hit: about 3.6%.
